# Screening results from PubChem BioAssay.
# RBBP9 inhibitor: human RBBP9 hydrolase inhibition. inhibition, % at 7.94 µM. hit rate 0.2% among 220,000. recombinant RBBP9, FP-Rh probe fluorescence polarization;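 active = inhibition above the campaign mean of all tested compounds plus 3 SD, cut at about 14% in these data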;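 also: plate controls were DMSO wells with RBBP9 for no effect and wells lacking RBBP9 protein for full effect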
# Target sequence (O75884 whole entry, looked up): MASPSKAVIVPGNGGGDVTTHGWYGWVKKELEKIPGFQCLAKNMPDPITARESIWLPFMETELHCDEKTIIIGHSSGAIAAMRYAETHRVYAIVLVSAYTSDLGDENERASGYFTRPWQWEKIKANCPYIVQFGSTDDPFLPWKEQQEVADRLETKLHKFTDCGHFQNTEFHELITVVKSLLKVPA
#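 System: RBBP9 protein | Quantity: 2.5 µM RBBP9 dispensing solution, before mixing | Reagent: FP-Rh probe, 375 nM dispensing solution | Timing: Enzyme-compound preincubation 30 min, then probe labeling 45 min, 25 °C | Measured by: Fluorescence polarization | Read-out: % inhibition | Replication: One well per compound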
# Ba/F3 V617F tox: loss of viability in JAK2V617F-driven Ba/F3 cells; Ba/F3 EpoR-JAK2V617F viability, ATP luminescence; inhibition, % at 5.6 µM; hit rate 1.1% among 220,000; AID 1446;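 active = inhibition above the campaign mean plus 3 SD over all tested compounds, cut at about 24% in these data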;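 also: cytokine-independent growth of Ba/F3 cells driven by EpoR plus mutant JAK2; 0% = DMSO-treated cells and 100% = JAK inhibitor I control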
# PPC-1+TRAIL kill: PPC-1 cancer cell killing with TRAIL present; PPC-1 cells + TRAIL, ATPLite viability luminescence; cell killing (% activity), % at 4 µM; hit rate 0.41% among 220,000; AID 1443;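 active = cell killing above 50% in the first pass at 4 µM, then a duplicate retest at 5 µM averaging 50% or more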;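 also: plate controls were cells with TRAIL plus DMSO for no effect and medium-only wells lacking cells for full effect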
# BaF3 parental: reduces parental Ba/F3 cell viability, JAK2V617F counter-screen; CellTiter-Glo ATP luminescence; inhibition, % at 5.6 µM; hit rate 1.1% among 220,000;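 active = inhibition above a per-campaign cutoff, the mean inhibition of all tested compounds plus 3 SD, cut at about 27% in these data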;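 also: 0% = DMSO wells and 100% = JAK Inhibitor I control wells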
# p97 inhibitor: inhibitors of human p97 ATPase | hit rate 0.42% among 220,000 | P55072 | recombinant p97 ATPase, Kinase-Glo ATP luminescence, 3 h | inhibition, % at 8 µM; in the data active = inhibition above about 15%;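 also: 0% = DMSO vehicle and 100% = wells lacking enzyme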
# NCF1 inh: blocks human p47phox regulatory protein of NADPH oxidases | P14598 | p47phox/p22phox peptide binding, fluorescence polarization, 2 h | inhibition, % at 24.7 µM | hit rate 0.53% among 220,000;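 active = inhibition above about 30%, limit read from the data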;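 also: 0% = p47phox with labelled peptide and 100% = labelled peptide alone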
# TbHK1 inh: T. brucei hexokinase 1 inhibition | hit rate 0.11% among 220,000 | inhibition, % at 10 µM | AID 1430 | recombinant TbHK1, G6PDH-coupled NADH A340;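 active = inhibition of 50% or more in the single-dose primary screen; inactive = inhibition below 50%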
# EP2 antag: EP2 receptor (human) inhibition; AID 1422; inhibition, % at 25 µM; P43116; hit rate 0.52% among 260,000; C6 glioma cells expressing human EP2, cAMP TR-FRET; cells stimulated with saturating PGE2;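 active = percent inhibition above 40 after rounding to a whole number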;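 also: rat C6 glioma host cells with rolipram phosphodiesterase inhibitor present; the protocol text gives 20 µM as final concentration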
# Furin inhibitor: blocks human furin protease activity | hit rate 0.061% among 220,000 | inhibition, % at 30 µM | purified furin, fluorogenic substrate cleavage | P09958; in the data active = inhibition above about 25%; also: inactives centre near -15
# Target sequence (P09958 108-714 limits assumed): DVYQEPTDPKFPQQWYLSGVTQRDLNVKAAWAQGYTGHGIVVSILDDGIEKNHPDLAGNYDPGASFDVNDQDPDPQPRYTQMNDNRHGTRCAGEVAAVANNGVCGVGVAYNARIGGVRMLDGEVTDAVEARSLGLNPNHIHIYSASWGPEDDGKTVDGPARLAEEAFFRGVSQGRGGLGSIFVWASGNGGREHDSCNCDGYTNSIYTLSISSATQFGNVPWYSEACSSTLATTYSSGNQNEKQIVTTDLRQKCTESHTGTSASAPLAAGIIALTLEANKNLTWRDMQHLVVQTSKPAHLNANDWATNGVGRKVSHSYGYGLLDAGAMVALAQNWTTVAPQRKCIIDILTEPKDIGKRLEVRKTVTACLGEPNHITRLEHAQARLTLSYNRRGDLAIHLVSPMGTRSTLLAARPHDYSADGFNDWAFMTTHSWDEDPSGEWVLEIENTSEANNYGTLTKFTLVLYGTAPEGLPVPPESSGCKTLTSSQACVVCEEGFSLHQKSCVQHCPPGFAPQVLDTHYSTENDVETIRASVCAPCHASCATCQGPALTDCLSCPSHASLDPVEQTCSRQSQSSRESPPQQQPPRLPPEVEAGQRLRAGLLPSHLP
# Starred values were filed as active, the others as inactive; · = not tested or not shown; & = joins results of further samples; [ ] = remark or other dose.
SMILES,RBBP9 inhibitor,Ba/F3 V617F tox,PPC-1+TRAIL kill,BaF3 parental,p97 inhibitor,NCF1 inh,TbHK1 inh,EP2 antag,Furin inhibitor
CCCNC(=O)COC(=O)c1ccccc1OCc1ccc(Cl)cc1,8,-4,0,4,-2,0,-3,10,-10[20 µM]
CC(=O)Nc1ccc(N2CCOCC2)c([N+](=O)[O-])c1,0,3,3,5,-2,-2,-6,12,-21
CN(C)/C=N/c1sc2c(c1C#N)CCC2,-6,-2,8,8,2,-11,-33,7,-15
CCOc1nc(-c2ccc(C)cc2)ccc1-c1noc(COC)n1,-2,-3,24,-1,-3,-22,0,10&11,-8
O=C1[C@H]2[C@@H](C(=O)N1c1cccc3ccccc13)C1(C(=O)c3ccccc3C1=O)N1CCC[C@@H]21,-2,0,10,6,1,-11,-2,10,-21[20 µM]
COC(=O)c1cc2n(n1)CCN(Cc1ccccc1F)C2=O,1,-1,22,1,8,·,2,11,-11
CC(C)NC(=O)C1CCN(C2CCN(Cc3nc(C(C)C)cs3)CC2)CC1,-3,-2,4,2,3,-11,-2,2,-27
COC(=O)CCC(=O)NN1C(=O)c2ccccc2C1=O,0,-2,5,-3,3,-1,-7,6,-7
O=C(CCNS(=O)(=O)c1ccc(Br)cc1)NC1CCCCC1,1,2,26,1,-2,2,10,5,1
CC(C(=O)NN=C(c1ccccc1)c1ccccc1)N1CCCC1 (stereo unspecified),-3,1,-3,3,-1,1,-1,7,-15
OCCC1CN(Cc2cccc(OC3CCCC3)c2)CCN1Cc1ccsc1 (stereo unspecified),4,-4,23,-2,-3,-6,0,8,-27
O=C(COC(=O)c1ccccc1)Nc1ccccc1Sc1ccccc1,-10,-3,-7,1,0,-3,3,5,-6
CCN1CCN(C(=O)c2ccccc2N(Cc2ccccc2)S(=O)(=O)c2ccc(C)cc2)CC1,-1,1,-3,4,-2,10,-4,9,-10[20 µM]
OCCC1CN(C2CCN(c3ccccc3F)CC2)CCN1Cc1ccccc1 (stereo unspecified),9,2,4,0,3,0,-1,9,-18
Cc1ccc2cc(CN(Cc3ccco3)C(=O)C3CCCCC3)c(=O)[nH]c2c1C,-3,1,9,2,-4,-4,-7,16,-13
COc1ccccc1-c1n[nH]c(=S)o1,-6,-3,4,1,1,-2,1,28,-12[20 µM]
CCOC(=O)CCc1c(C)c(C#N)c2nc3ccccc3n2c1-n1ccnc1,1,0,28,9,2,-1,-10,13,-17[20 µM]
Clc1ccc(-c2ncc3ccccn23)c(Cl)c1,-6,-2,·,3,0,-11,-10,10,-28
CC(C)[C@H](NC(=O)OCc1ccccc1)C(=O)OCC(=O)NC1CCCCC1,1,-3,0,3,-3,-8,-6,9,-17[20 µM]
Cc1oc(CC(C)C)cc1C(=O)NCCCC(=O)O,-8,0,·,0,-5,-1,-7,4,-11
CCOC(=O)C1(Cc2cccc(OC)c2)CCN(CC(O)CO)CC1 (stereo unspecified),-3,0,16,0,-1,-9,-12,7,-20
Cc1nc2ccc(S(=O)(=O)NCC(=O)N3CCc4ccccc43)cc2s1,-5,1,12,5,4,-9,-2,13,-15
Cc1cccc(/N=C/c2c(O)c3ccccc3oc2=O)n1,1,-2,0,3,5,-17,-7,-2,-7
COc1ccc(C2=NN(C(=O)CSc3ncccn3)C(c3ccc(OC)cc3)C2)cc1 (stereo unspecified),-10,-2,20,7,2,-20,-5,10,-13
Cc1noc(C)c1S(=O)(=O)N(CC(=O)Nc1ccc2c(c1)OCCO2)c1ccc(C(C)C)cc1,-11,0,-1,7,1,-19,-3,14,-16
COCc1nc2sc(C)c(C)c2c(=O)[nH]1,3,2,2,3,-5,3,8,9,-21[20 µM]
COc1cccc(-c2nn(C)c3sc(C(=O)N4CCN(c5ccccn5)CC4)cc23)c1,-13,5,21,9,-2,2,-12,20,-21
CCOc1cc(S(=O)(=O)N2CCN(c3ccc(F)cc3)CC2)c(OCC)cc1-n1cnnn1,1,-4,-1,3,4,-9,0,5&6,-41
COc1ccccc1NC(=O)CCSc1nnc(-c2ccncc2)o1,1,-2,9,-2,3,-1,-4,7,-9
COc1ccccc1-n1nc(C)c(-c2ccccc2)c1N,-4,1,1,6,8,-8,-5,13,-26

# Three compounds out of the list, sorted by formula weight, falling.
SMILES,RBBP9 inhibitor,Ba/F3 V617F tox,PPC-1+TRAIL kill,BaF3 parental,p97 inhibitor,NCF1 inh,TbHK1 inh,EP2 antag,Furin inhibitor
COc1cccc(-c2nn(C)c3sc(C(=O)N4CCN(c5ccccn5)CC4)cc23)c1,-13,5,21,9,-2,2,-12,20,-21
Cc1nc2ccc(S(=O)(=O)NCC(=O)N3CCc4ccccc43)cc2s1,-5,1,12,5,4,-9,-2,13,-15
COc1ccccc1NC(=O)CCSc1nnc(-c2ccncc2)o1,1,-2,9,-2,3,-1,-4,7,-9

# (continued)
SMILES,RBBP9 inhibitor,Ba/F3 V617F tox,PPC-1+TRAIL kill,BaF3 parental,p97 inhibitor,NCF1 inh,TbHK1 inh,EP2 antag,Furin inhibitor
Cc1cccc(NC(=S)N2CCCCCC2)c1,-7,-5,17,2,5,-8,2,4,-21
CCOc1cc(/C=C(\C#N)C(=O)NCC2CCCO2)ccc1O (stereo unspecified),-8,-3,16,0,6,10,22,7,2
CCOC(=O)c1sc(NC(=O)CSc2n[nH]c(-c3ccncc3)n2)c(C#N)c1C,1,7,28,10,-5,-32,-22,15,1[20 µM]
CCOC(=O)N1CCC(NC(=O)C2CCN(S(=O)(=O)N3CCCC3)CC2)CC1,-9,3,-10,3,1,7,39,3,-8
COC(=O)CSC1=C(C#N)C(c2cccc(F)c2)CC(=O)N1 (stereo unspecified),-3,-2,-2,2,4,-10,-11,6,-24
COc1ccc(N2C(=O)CC(Sc3ncccc3C(=O)O)C2=O)cc1 (stereo unspecified),0,1,-16,4,3,-2,-9,7,-14[20 µM]
O=c1cc(/C=C/c2c(F)cccc2Cl)[nH]c2ccccc12,-3,-2,2,5,4,-25,-4,6,-16
COc1ccc(C2=NN(C(=O)c3ccco3)C(c3cc4ccccc4nc3Cl)C2)cc1 (stereo unspecified),-1,4,-4,-3,1,21,-12,1,-28
COC(=O)CCCC1=CC2=C(c3ccccc3)C(=O)C(C)(OC(=O)C3CCCC3)C(=O)C2=CN1Cc1ccc2c(c1)OCO2 (stereo unspecified),·,·,-12,·,·,-7,-20,22,-13
COC(=O)c1cc(-c2ccc(Br)cc2)n[nH]1,0,-3,-14,4,3,-5,-4,22,-15[20 µM]
O=C(c1ccc(S(=O)(=O)Cc2ccccc2Cl)c([N+](=O)[O-])c1)N1CCN(c2ccccn2)CC1,-9,0,10,1,1,3,2,3,-14
CS(=O)(=O)N(CC(=O)N1CCOCC1)Cc1ccccc1,4,1,1,4,5,-9,7,17,-27[20 µM]
OCCN(Cc1ccccc1)CC(O)COc1ccc(-c2ccccc2)cc1 (stereo unspecified),-9,-4,·,5,-2,-15,-3,6,-23
O=C(CNC(=S)N(Cc1ccccc1F)C1CCCCC1)NCCCN1CCOCC1,-8,0,19,5,-2,-3,0,4,-31
CCOC(=O)N1CCN(C(=O)C2CCN(CC3CCCCC3)CC2)CC1,-3,2,5,6,0,-2,-15,16,-23
O=C(CNS(=O)(=O)c1ccc(F)cc1)N1CCN(c2ccccc2)CC1,-11,2,25,4,-8,2,2,7,-4[20 µM]
OCCCCCNc1ncnc2ccccc12,4,-3,12,3,3,-9,-2,9&7,-14[20 µM]
COc1ccccc1CO/N=C/c1cccn1-c1nccc(N(C)C)c1C#N,0,-4,-24,2,1,-5,-8,6,-14[20 µM]
COC(=O)c1cc2oc(C)cc2n1CC(=O)Nc1cc(C)cc(C)c1,-8,-5,19,0,-1,-10,1,11,-10[20 µM]
COC(=O)CSC(=S)N1CCCC(C)C1 (stereo unspecified),10,-5,-11,-3,8,2,-1,-2,-21
CN(C)/C=C/C(=O)c1ccc(N2CCN(c3ncc(C(F)(F)F)cc3Cl)CC2)cc1,-8,2,-7,4,-2,0,-35,12,6[20 µM]
COc1ccccc1-n1nc(C(=O)Nc2ccc3c(c2)OCO3)c2ccccc2c1=O,5,0,12,8,4,2,-2,22,-6
CC(C)Cn1c(/C=C/c2ccco2)nc2ccccc21,-4,2,7,7,-1,-50,-29,8,6
O=c1o[nH]c(-c2ccccc2)c1C1=NCCCCC1,-3,-3,·,1,6,0,6,11,-36
CNC(=O)CSc1nnc(-c2ccncc2)n1Cc1ccccc1,6,-5,16,4,2,-5,-2,9,-19
O=C(CCCCn1c(=O)c2ccccc2n(Cc2ccc(F)cc2)c1=O)NCc1ccco1,-8,0,-4[5 µM],1,-7,-35,-8,10,-13
CCOC(=O)c1c(C)[nH]c(C2=NNC(=NC(C)COC)SC2)c1C (stereo unspecified),7,4,3,10,0,-5,-22,19,0
COCC1CCN(c2nc3nonc3nc2N2CCSCC2)C1 (stereo unspecified),7,1,16,3,4,-9,-17,3,-6
COc1ccccc1S(=O)(=O)Cc1ccc(C(=O)N2CCN(c3ccccn3)CC2)o1,-4,0,21,8,0,-12,0,15,-15
O=C(Nc1ccc(F)c(F)c1)NC1CCCCC1,-2,-1,0,5,2,-6,18,12,-11[20 µM]

# Gathered by group, the compounds so far with an NH in an aromatic ring.
SMILES,RBBP9 inhibitor,Ba/F3 V617F tox,PPC-1+TRAIL kill,BaF3 parental,p97 inhibitor,NCF1 inh,TbHK1 inh,EP2 antag,Furin inhibitor
Cc1ccc2cc(CN(Cc3ccco3)C(=O)C3CCCCC3)c(=O)[nH]c2c1C,-3,1,9,2,-4,-4,-7,16,-13
COc1ccccc1-c1n[nH]c(=S)o1,-6,-3,4,1,1,-2,1,28,-12[20 µM]
COCc1nc2sc(C)c(C)c2c(=O)[nH]1,3,2,2,3,-5,3,8,9,-21[20 µM]
CCOC(=O)c1sc(NC(=O)CSc2n[nH]c(-c3ccncc3)n2)c(C#N)c1C,1,7,28,10,-5,-32,-22,15,1[20 µM]
O=c1cc(/C=C/c2c(F)cccc2Cl)[nH]c2ccccc12,-3,-2,2,5,4,-25,-4,6,-16
COC(=O)c1cc(-c2ccc(Br)cc2)n[nH]1,0,-3,-14,4,3,-5,-4,22,-15[20 µM]
O=c1o[nH]c(-c2ccccc2)c1C1=NCCCCC1,-3,-3,·,1,6,0,6,11,-36
CCOC(=O)c1c(C)[nH]c(C2=NNC(=NC(C)COC)SC2)c1C (stereo unspecified),7,4,3,10,0,-5,-22,19,0

# This is a subset; the hit share may differ from the screen's.
